USP28 inh = human USP28 deubiquitinase inhibition; Q96RU2; purified USP28, Ub-rhodamine cleavage fluorescence, 30 min; inhibition, % at 25 µM; 47,000 compounds, 3% hits
OTUD3 inh = inhibitors of human OTUD3 deubiquitinase | Q5T2D3 | purified OTUD3, Ub-rhodamine fluorescence, 2 h | inhibition, % at 25 µM | 47,000 compounds, 0.7% hits | AID 1645858
USP8 inh = inhibitors of human USP8 deubiquitinase. purified USP8, Ub-rhodamine cleavage fluorescence, 30 min. P40818. AID 1645853. 47,000 compounds, 4.2% hits. inhibition, % at 20 µM
UCHL1 block = human UCHL1 deubiquitinase inhibition | P09936 | purified UCHL1, Ub-rhodamine cleavage fluorescence | inhibition, % at 20 µM | 47,000 compounds, 0.2% hits
USP30 inh = human USP30 deubiquitinase inhibition; Q70CQ3; purified USP30, Ub-rhodamine cleavage fluorescence; inhibition, % at 25 µM; 47,000 compounds, 5.3% hits; AID 1645860
USP10 block = blocks human USP10 ubiquitin-rhodamine cleavage; Q14694; purified USP10, Ub-rhodamine fluorescence, 60 min; inhibition, % at 20 µM; 47,000 compounds, 1.1% hits; AID 1645856
USP17 inh = blocks human USP17 ubiquitin-rhodamine cleavage | A8MUK1 | purified USP17, Ub-rhodamine cleavage fluorescence, 3 h | inhibition, % at 50 µM | 47,000 compounds, 6.5% hits | AID 1645855
USP7 block = inhibitors of human USP7 deubiquitinase; Q93009; purified USP7, Ub-rhodamine cleavage fluorescence; inhibition, % at 20 µM; 47,000 compounds, 0.3% hits
Target sequence (Q93009 whole entry, looked up): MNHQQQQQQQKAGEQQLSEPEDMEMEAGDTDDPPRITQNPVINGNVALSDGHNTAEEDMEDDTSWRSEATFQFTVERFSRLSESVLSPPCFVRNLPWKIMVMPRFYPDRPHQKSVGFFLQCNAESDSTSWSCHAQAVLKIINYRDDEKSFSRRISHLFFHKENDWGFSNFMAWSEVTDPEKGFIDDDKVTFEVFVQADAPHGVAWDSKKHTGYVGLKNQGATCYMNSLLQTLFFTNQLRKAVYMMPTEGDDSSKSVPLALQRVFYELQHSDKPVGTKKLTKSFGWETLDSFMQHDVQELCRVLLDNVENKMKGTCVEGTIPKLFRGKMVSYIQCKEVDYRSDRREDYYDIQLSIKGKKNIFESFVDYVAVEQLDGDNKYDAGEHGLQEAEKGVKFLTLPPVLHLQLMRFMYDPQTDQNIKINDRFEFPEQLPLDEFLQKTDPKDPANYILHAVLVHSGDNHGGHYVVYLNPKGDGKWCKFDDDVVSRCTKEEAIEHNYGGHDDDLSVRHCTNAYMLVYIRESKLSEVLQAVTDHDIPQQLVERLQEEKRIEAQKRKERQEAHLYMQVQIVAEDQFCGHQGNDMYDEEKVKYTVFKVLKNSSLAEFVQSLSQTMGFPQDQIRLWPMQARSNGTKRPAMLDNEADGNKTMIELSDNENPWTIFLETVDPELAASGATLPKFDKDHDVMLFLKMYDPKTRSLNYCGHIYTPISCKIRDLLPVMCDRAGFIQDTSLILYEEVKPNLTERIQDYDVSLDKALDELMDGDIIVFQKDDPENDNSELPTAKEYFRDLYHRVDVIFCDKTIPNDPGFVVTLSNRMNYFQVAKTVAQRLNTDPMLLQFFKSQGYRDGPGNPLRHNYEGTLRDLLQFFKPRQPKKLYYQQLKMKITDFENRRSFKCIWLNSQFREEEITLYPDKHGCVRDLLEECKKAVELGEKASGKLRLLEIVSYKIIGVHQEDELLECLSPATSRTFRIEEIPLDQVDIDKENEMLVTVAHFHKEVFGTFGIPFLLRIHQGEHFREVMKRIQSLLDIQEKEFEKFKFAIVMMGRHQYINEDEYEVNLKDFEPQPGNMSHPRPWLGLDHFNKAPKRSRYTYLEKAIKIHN
Active calls of the source: *; . = not tested or not shown. Cut-off read from the data, not from the text of the source: active = inhibition above about 30%; inactive = the rest.

Below each SMILES – USP28 inh	OTUD3 inh	USP8 inh	UCHL1 block	USP30 inh	USP10 block	USP17 inh	USP7 block
Cc1onc(-c2ccccc2)c1CNS(=O)(=O)c1cccc(Br)c1
→ 29	8	13	0	27	6	12	-3
Cc1ccccc1-c1nc(NC(=O)COc2ccc(F)cc2)no1
→ 6	2	2	1	36*	4	4	-1
Cc1nccn1-c1cc(N2CCC3(CC2)OCCO3)nc2ccnn12
→ -19	-13	-38	-7	-49	-6	-24	-9
O=C(/C=C/c1ccccc1)N1CCc2[nH]nc(-c3ccc(Cl)cc3)c2C1
→ 14	9	18	5	10	4	21	-56
CC(=O)c1cccc(NC(=O)c2cnc(N3CCCCC3)nc2C)c1
→ 26	1	7	4	0	1	4	-7
COc1ccc(OC)c(NC(=O)C2=C(C)Nc3ncnn3C2c2cccc(OC)c2OCc2ccc(Cl)cc2)c1 (centres undefined)
→ 13	9	-4	10	2	4	5	6
Fc1cccc(Oc2nc(CN3CCOCC3)nc3sc4c(c23)CCCC4)c1
→ 7	-6	-11	-1	-78	-6	-14	-40
O=C(/C=C/c1ccc(F)cc1)Nc1ccc2c(c1)OCCO2
→ 86*	2	6	5	20	6	7	2
COc1ccc(C(=O)Nc2c(C(=O)N3CCN(C)CC3)oc3ccccc23)cc1
→ -5	-7	1	0	-5	2	0	-5
Cn1c(=O)c(N2CCN(S(=O)(=O)c3ccc(Cl)cc3)CC2)nc2ccncc21
→ -2	0	1	-2	2	-4	-2	1

Looked up above.
O=C(/C=C/c1ccccc1)N1CCc2[nH]nc(-c3ccc(Cl)cc3)c2C1 in USP8 inh → 18
Cc1ccccc1-c1nc(NC(=O)COc2ccc(F)cc2)no1 in USP8 inh → 2
Fc1cccc(Oc2nc(CN3CCOCC3)nc3sc4c(c23)CCCC4)c1 in USP30 inh → -78

Retrieved by compound from above (two):
Below each SMILES – USP28 inh	OTUD3 inh	USP8 inh	UCHL1 block	USP30 inh	USP10 block	USP17 inh	USP7 block
Cc1ccccc1-c1nc(NC(=O)COc2ccc(F)cc2)no1
→ 6	2	2	1	36*	4	4	-1
Cc1onc(-c2ccccc2)c1CNS(=O)(=O)c1cccc(Br)c1
→ 29	8	13	0	27	6	12	-3

Other entries:
Below each SMILES – USP28 inh	OTUD3 inh	USP8 inh	UCHL1 block	USP30 inh	USP10 block	USP17 inh	USP7 block
O=C(c1cn2cc(Cl)ccc2n1)N1CCN(c2ccccn2)CC1
→ -9	-3	-3	2	-25	1	-6	-1
COc1ccc(NC(=O)Nc2nnc(CC(=O)N3CCCCC3)s2)cc1OC
→ 0	-2	-5	0	-8	4	-7	2
CC1SCC(=O)N(CC(=O)Nc2ccc([N+](=O)[O-])cc2)C1=O (centres undefined)
→ -10	-6	-122	0	-19	0	-28	-9
CCNC(=O)C1(Cc2cc(-c3ccccc3)no2)CCCN(C(=O)Cc2cccc(C)c2)C1 (centres undefined)
→ 6	4	5	1	13	-1	0	-2
C=CCNc1ncnc2c1sc1nc(C(C)C)c3c(c12)CC(C)(C)OC3
→ .	-2	-2	2	.	-4	9	-1
Cc1nnc(-c2cn(CC(=O)NC3CCCCC3)c3ccccc23)o1
→ 5	9	3	-1	10	-4	7	2
COc1ccccc1C1CN2C(=O)CN(CCCn3ccnc3)C(=O)[C@]2(C)c2[nH]c3ccccc3c21 (some centres undefined)
→ -12	-14	-31	0	-30	-3	-24	-20
Cc1ccc(N(Cc2cc3ccccc3[nH]c2=O)S(C)(=O)=O)cc1
→ -6	-1	-13	3	10	-1	1	0
Cc1cc(C)c2c(N3CCOCC3)nc(C(=O)N(C)Cc3ccccc3)nc2n1
→ -62	-50	-41	-25	-216	-10	-68	-19
COCCCN(Cc1ccco1)C(=O)CSc1nc2ncccc2[nH]1
→ -12	-17	-36	-6	-57	-6	-13	-6
CN(C)c1cc(-n2cnc(C(=O)NCc3ccc(F)cc3)c2)ncn1
→ -4	-3	-16	2	-17	3	-1	0
Cc1cnn(CC2CN(Cc3cc(C#N)ccc3F)CCO2)c1 (centres undefined)
→ -13	-16	-7	-4	-40	-9	.	-6
Cc1nc(-c2noc3ccc(C(=O)NC4CCCC4)cc23)co1
→ 17	14	17	0	33*	3	32*	3
Cc1ccc(CNC(=O)C2c3ccccc3CCN2C(=O)C2CC2)cc1 (centres undefined)
→ -43	-32	-25	-2	-171	-5	-63	-55
O=C(c1cnc2sccn2c1=O)N1CCN(c2ccccc2F)CC1
→ -4	7	-2	-3	-3	1	0	1
COCCN1CC=CCC2(CCN(Cc3ccc4c(c3)n(C)c(=O)n4C)CC2)C1=O
→ -9	-5	-2	0	-9	-4	-7	4
CCn1cc2nc(SCC(=O)NC3CCCC3)n(Cc3ccccc3)c(=O)c2n1
→ 0	1	-4	0	1	1	1	-1
Cc1cnc(C(=O)N2CCc3nc(C(=O)N(C)C)sc3CC2)cn1
→ -1	2	-32	-1	1	-2	-6	0
CCn1c2ccccc2c2cc(NC(=O)COc3cccc(F)c3)ccc21
→ -2	-28	0	-3	-81	1	-6	4
O=C(CCCc1c[nH]c2ccccc12)Nc1ccc2c(c1)OCCO2
→ 75*	-14	6	3	-20	2	-35	-3
Cc1cccc(C(=O)N2CCc3c(CN4CCCC4)nn(C)c3C2)n1
→ -16	-5	-26	-4	-39	-7	-18	-5
CSc1nc2c(c(Nc3ccc(C(C)=O)cc3)n1)CCC2
→ 53*	0	1	3	80*	6	61*	-24
O=C(OCC(=O)N1CCC(Cc2ccccc2)CC1)c1ccc(N2CCCC2=O)cc1
→ 43*	3	-1	0	9	-6	4	1
O=C1CC(C(=O)Nc2ccc(F)cc2)N=C(N2CCN(c3ccccc3)CC2)N1 (centres undefined)
→ -3	-4	20	3	-1	10	12	-3
CC1OC(O)CC(O)C1O (centres undefined)
→ -7	-3	6	-2	1	2	0	-1
Cc1ccc(CN2CCCn3c2nc2c3c(=O)[nH]c(=O)n2C)cc1
→ 6	10	0	1	28	2	16	3
O=C(Nc1ccccc1)C1CCN(C(=O)c2cc(-c3ccncc3)n[nH]2)CC1
→ -1	-3	3	0	-59	3	-2	3
O=C1Nc2ccccc2C(=O)N2CCCC12 (centres undefined)
→ 10	10	-1	1	19	2	11	4
CCOc1ccc(-n2nnnc2CNS(=O)(=O)c2ccc(Cl)cc2)cc1
→ 15	15	21	3	28	6	.	6
C[C@@H]1CCCCCCCCC[C@@H](OC(=O)CCC(=O)O)C(=O)/C=C/C(=O)O1
→ 2	-8	-1	-2	0	19	17	0
CC(=O)NCC(=O)N1CCCC(c2cc(-c3ccccc3)n[nH]2)C1 (centres undefined)
→ -11	-5	0	-4	0	1	-2	-5
Clc1ccc(Cc2nnc(-c3cccnc3)o2)cc1
→ 31*	1	-2	-1	0	-1	1	-8
Cc1c(C(=O)NCCc2ccccc2)oc2ccc3c(c12)C(=O)CC1(CCCC1)O3
→ 16	10	18	5	-5	6	12	11
O=S(=O)(NCc1nc2cccnc2n1C1CC1)c1ccc(Cl)cc1
→ -14	-14	-166	-6	-52	-9	-50	-9
Cc1ccc(C)c(S(=O)(=O)N2CCC3(CC2)NC(=O)c2ccccc2N3)c1
→ 5	10	20	3	20	-3	59*	6
Cc1cncc(C(=O)N[C@@H]2C[C@@H](Oc3ccccc3)[C@H](O)[C@H]2N(C)C)c1
→ 2	5	4	0	4	-2	4	3
CCC(=O)N1c2ncnn2C(c2ccc(Cl)cc2)CC1c1ccccc1 (centres undefined)
→ 4	6	2	3	6	-1	10	-4
O=c1sc2ccccc2c(=O)n1Cc1cccc(C(F)(F)F)c1
→ 83*	2	0	3	1	4	2	-25
CN1c2ccccc2CN(C(=O)c2ccc(F)cc2)CC1Cc1ccccc1 (centres undefined)
→ -2	-1	-6	-3	-32	-2	-15	-21
O=C(NCCc1ccccn1)c1cc(-c2ccc(Br)cc2)n[nH]1
→ 12	-11	20	0	34*	6	80*	1
O=S(=O)(Nc1ccc2c(c1)OCCO2)c1ccc(-c2ccon2)s1
→ -7	-10	0	-1	-22	-2	-6	0
COc1cnc(CSc2nccc(C)n2)cc1OCC(=O)Nc1cc(C)ccc1C
→ 14	12	-4	2	24	-3	1	2
CN1CCC(N(C(=O)c2ccco2)C2CCN(CCc3ccccc3)CC2)CC1
→ -33	-25	-6	-6	-61	-7	-41	-6
N#Cc1ccc(NC(=O)CCc2nc3ccccc3s2)cc1
→ -39	-40	-14	-8	-193	-5	-48	-9
COCC(=O)N1CCC(c2nc3ccccc3cc2C(=O)N2CCCC2)CC1
→ -2	-1	-1	0	3	1	0	2
Cc1cc(=O)n2c(n1)NC(Nc1ccc(Cl)cc1)=NC2c1cccnc1 (centres undefined)
→ -3	-7	-4	-2	4	1	-5	1
COc1ccccc1NC(=O)N1CC[C@H]2NC(=O)[C@H](Cc3ccccc3)N(C)C(=O)[C@H]21
→ 0	0	0	-2	11	5	0	0
Cc1cccc(NC(=O)N2CC(C(=O)NC3CCCC3)C3(CCOCC3)C2)c1C (centres undefined)
→ 7	5	18	-1	17	4	15	3
CCN(CC)C(=O)CN1CCC2(CC1)Nc1cc(Cl)ccc1C1=NCCN12
→ 7	4	15	1	11	0	10	2
Cc1cccc(N2C(=O)CN(S(C)(=O)=O)CC2(C)C(=O)NC2CCCCCC2)c1C (centres undefined)
→ -1	-3	0	0	-3	1	-4	-1

One compound at a time, as listed above:
Cn1c(=O)c(N2CCN(S(=O)(=O)c3ccc(Cl)cc3)CC2)nc2ccncc21 in the list: USP28 inh: -2; OTUD3 inh: 0; USP8 inh: 1; UCHL1 block: -2; USP30 inh: 2; USP10 block: -4; USP17 inh: -2; USP7 block: 1
CC(=O)NCC(=O)N1CCCC(c2cc(-c3ccccc3)n[nH]2)C1 (centres undefined) in the list: USP28 inh: -11; OTUD3 inh: -5; USP8 inh: 0; UCHL1 block: -4; USP30 inh: 0; USP10 block: 1; USP17 inh: -2; USP7 block: -5

More structures follow:
Below each SMILES – USP28 inh	OTUD3 inh	USP8 inh	UCHL1 block	USP30 inh	USP10 block	USP17 inh	USP7 block
CCOC(=O)c1cccc(NC(=O)CC(=O)Nc2ccc3nc4n(c(=O)c3c2)CCCCC4)c1
→ 23	-11	-10	-3	-62	1	-15	0
O=C1CCSc2ccc(S(=O)(=O)Nc3ccccc3)cc2N1
→ 5	2	0	-1	7	-1	-6	-9
CN(C)S(=O)(=O)N1CCCC1c1ccnc(Nc2ccccn2)n1 (centres undefined)
→ 3	13	3	1	10	2	2	5
Fc1cccc(Nc2nc(-c3ccncc3)nc3c2CCC3)c1
→ 5	6	0	4	23	-1	49*	4
Cc1c(C(=O)Nc2ccc3c(c2)N(C)C(=O)CO3)oc2ccc(F)cc12
→ -8	-10	16	3	-10	1	1	6
CCC(=O)N1CCCC(Cc2cc(-c3ccccc3)no2)(C(=O)N(C)C)C1 (centres undefined)
→ .	2	-1	0	.	-1	8	4
Cc1ccc(C(=O)NCc2noc(Cc3ccccc3)n2)c(C)c1
→ 11	1	9	2	13	2	-1	3
O=C(CCc1nnc2n(Cc3ccc(F)cc3)c(=O)c3ccccc3n12)NC1CCN(Cc2ccccc2)CC1
→ 10	-11	5	1	3	-7	1	-34
Cc1ccc(Cn2c(C(=O)O)c(CNCc3cccnc3)c3ccccc32)cc1
→ -1	-7	-29	-7	-6	-7	7	-107
NC(=O)C1CN(C(=O)c2cccc(Cc3cccc(F)c3)n2)C1
→ 11	7	-1	0	11	1	4	0
Cc1nn(-c2ccccc2)cc1-c1noc(C(=O)N2CCCC2)n1
→ 7	10	0	2	10	2	6	-55
O=c1c2cnc3ncnn3c2ccn1CC1CCCO1 (centres undefined)
→ -1	0	8	0	3	2	-1	1

Screening results as filed in PubChem.
